Assay outcomes: PubChem, several laboratories
CRFR2-BP ag – agonists of human CRF-binding protein/CRF-R2 receptor complex. HEK293 CRF-R2/CRF-BP, calcium dye fluorescence (FLIPR); percent of saturating CRF peptide response. activation, % at 13.2 µM. 350,000 compounds, 0.46% hits. AID 588473;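 active = activation of at least 50%, plus an integration ratio under a set limit after plate pattern correction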;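 also: plate controls were neutral control wells without compound for no effect and CRF at EC100 for full effect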
CHRM5 PAM – potentiates acetylcholine response at human M5 receptor; AID 624038; 360,000 compounds, 0.3% hits; CHO-K1 hM5, Fluo-8 calcium, ACh EC20 PAM; 0% = ACh EC20, 100% = ACh EC100; P08912; activation, % at 3 µM;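 active = activation above the run cutoff, the mean activation of all test compounds plus 3 SD, cut at about 18% in these data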
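Replicates: One well per compound, no replicates | System: Human M5 receptor in CHO-K1 cells | Benchmarks: Low control EC20 acetylcholine (0%), high control EC100 acetylcholine (100%) | Probe or stimulus: Acetylcholine, EC20 level | Times: Fluo-8 loading 80 min at 37 °C plus 30 min room temperature | Signal: Intracellular calcium via Fluo-8 fluorescence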
CHRM4 PAM – positive allosteric modulators of human muscarinic M4 receptor; P08173; CHO-K1 hM4/Gqi5, Fluo-8 calcium fluorescence, ACh EC20; 0% = ACh EC20, 100% = maximal ACh; activation, % at 3 µM; 360,000 compounds, 0.4% hits;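 active = activation above its plate's cutoff, the mean activation of sample wells plus 3 SD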; also: some results filed as inactive read as strong as hits
Target sequence (P08173 whole entry, looked up): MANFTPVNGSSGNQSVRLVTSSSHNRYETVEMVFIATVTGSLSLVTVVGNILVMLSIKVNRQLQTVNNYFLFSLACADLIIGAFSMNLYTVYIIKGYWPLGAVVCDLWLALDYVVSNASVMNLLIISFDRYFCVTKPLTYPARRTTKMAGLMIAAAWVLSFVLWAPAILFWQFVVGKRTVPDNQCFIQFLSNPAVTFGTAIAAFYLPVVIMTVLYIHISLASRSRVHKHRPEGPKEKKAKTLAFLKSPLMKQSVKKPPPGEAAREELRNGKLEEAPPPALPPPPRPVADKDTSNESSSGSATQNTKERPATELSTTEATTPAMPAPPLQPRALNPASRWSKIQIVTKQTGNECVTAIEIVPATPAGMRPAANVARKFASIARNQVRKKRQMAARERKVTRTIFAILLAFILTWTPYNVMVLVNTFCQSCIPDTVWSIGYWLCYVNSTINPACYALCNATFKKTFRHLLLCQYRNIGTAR
M4 ag – CHRM4 agonism in calcium assay; AID 624127; 360,000 compounds, 0.14% hits; CHO-K1 hM4/Gqi5, Fluo-8 calcium fluorescence; vehicle 0%, full acetylcholine response 100%; activation, % at 3 µM; P08173;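 active = activation above the run mean over all test wells plus 3 SD, cut at about 32% in these data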;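 also: peak over basal fluorescence ratio per well then scaled between controls; 0% = DMSO wells and 100% = acetylcholine at EC100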
CRFBP-R2 block – CRF-BP/CRF-R2 complex antagonism; 350,000 compounds, 0.59% hits; HEK293 CRF-R2/CRF-BP, CRF-induced calcium fluorescence; inhibition, % at 11.8 µM;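 active = inhibition of the ligand-induced calcium signal above about 50% at the single tested concentration, limit read from the data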
CHRM4 antagonist – CHRM4 antagonism in calcium assay; P08173; CHO-hM4 cells, ACh EC80, Fluo-8 calcium fluorescence; inhibition, % at 3 µM; 360,000 compounds, 0.73% hits; AID 624125;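 active = inhibition above its plate's cutoff, the mean inhibition of sample wells plus 3 SD, cut at about 27% in these data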;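 also: 0% = acetylcholine EC80 with DMSO and 100% = DMSO without agonist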
CHRM5 agonist – agonists of human muscarinic M5 receptor (CHRM5); 360,000 compounds, 0.19% hits; P08912; activation, % at 3 µM; CHO-K1 hM5 cells, Fluo-8 calcium fluorescence; 0% DMSO wells, 100% maximal acetylcholine response;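 active = activation above the run's mean over test compounds plus 3 SD, cut at about 23% in these data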;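 also: signal is peak over basal fluorescence ratio across the kinetic read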
M5 antag – CHRM5 antagonism in calcium assay; CHO-hM5 cells, Fluo-8 calcium fluorescence, ACh EC80; inhibition, % at 3 µM; 360,000 compounds, 0.59% hits; P08912;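 active = inhibition above a per-plate cutoff, the mean of that plate's test compounds plus 3 SD, cut at about 27% in these data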;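 also: 0% = acetylcholine EC80 with DMSO and 100% = DMSO without agonist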
M1 PAM – potentiates human M1 receptor response to acetylcholine; CHO-K1 hM1, Fluo-8 calcium fluorescence, ACh EC20; 0% = ACh EC20, 100% = maximal ACh; 360,000 compounds, 0.088% hits; AID 588819; activation, % at 3 µM; P11229; in the data active = activation above about 19%, passing the limit was not always enough
Target sequence (P11229 whole entry, looked up): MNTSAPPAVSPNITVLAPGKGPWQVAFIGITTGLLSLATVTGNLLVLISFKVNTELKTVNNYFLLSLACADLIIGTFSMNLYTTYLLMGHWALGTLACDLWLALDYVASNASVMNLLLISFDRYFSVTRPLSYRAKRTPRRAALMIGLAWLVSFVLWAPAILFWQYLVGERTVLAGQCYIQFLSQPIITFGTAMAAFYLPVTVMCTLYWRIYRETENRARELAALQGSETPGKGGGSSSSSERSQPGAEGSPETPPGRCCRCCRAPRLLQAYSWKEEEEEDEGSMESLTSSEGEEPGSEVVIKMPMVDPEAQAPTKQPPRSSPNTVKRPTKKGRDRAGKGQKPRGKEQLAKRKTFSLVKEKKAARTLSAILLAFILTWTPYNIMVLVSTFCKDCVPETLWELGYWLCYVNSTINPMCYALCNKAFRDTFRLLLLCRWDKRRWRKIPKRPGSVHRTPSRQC
* hit, by the source's call.

How did Cc1ccc(S(=O)(=O)N(C)C)cc1NC(=O)C(C)OC(=O)c1ccc2ccccc2n1 (configuration not stated) do in these assays?
CRFR2-BP ag: 2.1; CHRM5 PAM: -8; CHRM4 PAM: 21; M4 ag: 3; CRFBP-R2 block: -9; CHRM4 antagonist: -27; CHRM5 agonist: -4; M5 antag: 0; M1 PAM: 4

Results for CCCCOc1ccc(C(C)NC(=O)C2CCCN(S(=O)(=O)CCC)C2)cc1 (configuration not stated) ?
CRFR2-BP ag: -0.8; CHRM5 PAM: -4; CHRM4 PAM: -2; M4 ag: 0; CRFBP-R2 block: 5; CHRM4 antagonist: -8; CHRM5 agonist: -1; M5 antag: -5; M1 PAM: 0

Results for CN(C)C(CNC(=O)c1cccc(OC(F)F)c1)c1ccco1 (configuration not stated) ?
CRFR2-BP ag: -2.0; CHRM5 PAM: 1; CHRM4 PAM: 7; M4 ag: 1; CRFBP-R2 block: 12; CHRM4 antagonist: 2; CHRM5 agonist: -4; M5 antag: -2; M1 PAM: 4

Results for c1ccc(Nc2ccccc2Nc2ccccn2)nc1 ?
CRFR2-BP ag: 1.2; CHRM5 PAM: -6; CHRM4 PAM: -11; M4 ag: 7; CRFBP-R2 block: -2; CHRM4 antagonist: -1; CHRM5 agonist: -3; M5 antag: 8; M1 PAM: -2

Results for C=CCn1c(O)c(N=NC(=O)CNC(=O)/C=C/c2ccco2)c2ccccc21 ?
CRFR2-BP ag: 0.2; CHRM5 PAM: -2; CHRM4 PAM: -6; M4 ag: 1; CRFBP-R2 block: -4; CHRM4 antagonist: -4; CHRM5 agonist: -2; M5 antag: 4; M1 PAM: 5

What do the screens show for `CCOc1ccc2nc(NC(=O)CSc3nnnn3C3CCCCC3)sc2c1`?
CRFR2-BP ag: 2.5; CHRM5 PAM: -9; CHRM4 PAM: 2; M4 ag: 0; CRFBP-R2 block: -70; CHRM4 antagonist: 0; CHRM5 agonist: 1; M5 antag: 4; M1 PAM: 4

What do the screens show for `CC(=O)c1c(C)[nH]c(C(=O)NCc2ccc(C)cc2)c1C`?
CRFR2-BP ag: -2.9; CHRM5 PAM: 11; CHRM4 PAM: 0; M4 ag: 4; CRFBP-R2 block: 17; CHRM4 antagonist: -4; CHRM5 agonist: 2; M5 antag: -4; M1 PAM: 6

What do the screens show for `Oc1ccc(-c2[nH]ncc2-c2ccc(Cl)cc2)c(O)c1`?
CRFR2-BP ag: 0.6; CHRM5 PAM: -3; CHRM4 PAM: -8; M4 ag: 13; CRFBP-R2 block: -2; CHRM4 antagonist: 17; CHRM5 agonist: 3; M5 antag: 3; M1 PAM: 6

How did Cc1cccc(Nc2nnc(SCC3CCCCO3)s2)c1C (configuration not stated) do in these assays?
CRFR2-BP ag: -2.1; CHRM5 PAM: -10; CHRM4 PAM: -3; M4 ag: 1; CRFBP-R2 block: 1; CHRM4 antagonist: 0; CHRM5 agonist: -1; M5 antag: 5; M1 PAM: -3

What do the screens show for `COC(=O)[C@@]1(Cc2ccccc2)[C@H]2C(=O)N(Cc3ccccc3)C(=O)[C@H]2[C@H]2CN=C(SCc3ccc(Cl)cc3)N21`?
CRFR2-BP ag: 0.0; CHRM5 PAM: -2; CHRM4 PAM: -6; M4 ag: 0; CRFBP-R2 block: -18; CHRM4 antagonist: -5; CHRM5 agonist: 2; M5 antag: 1; M1 PAM: 7

How did Cc1cccc(CCNC(=O)c2cc(S(=O)(=O)N3CCCC3)cn2C)c1 do in these assays?
CRFR2-BP ag: -2.0; CHRM5 PAM: -2; CHRM4 PAM: 5; M4 ag: 1; CRFBP-R2 block: 2; CHRM4 antagonist: -2; CHRM5 agonist: 0; M5 antag: 9; M1 PAM: 10

What do the screens show for `CSc1ccc(CNCCCSc2ncccn2)cc1`?
CRFR2-BP ag: 0.2; CHRM5 PAM: 6; CHRM4 PAM: 3; M4 ag: 1; CRFBP-R2 block: -11; CHRM4 antagonist: -14; CHRM5 agonist: -6; M5 antag: -1; M1 PAM: 10

Results for CC1CN(C(=O)CSc2nnc(C3CCCCC3)n2N)CC(C)O1 (configuration not stated) ?
CRFR2-BP ag: 2.7; CHRM5 PAM: 9; CHRM4 PAM: 5; M4 ag: 2; CRFBP-R2 block: -2; CHRM4 antagonist: -6; CHRM5 agonist: -3; M5 antag: 8; M1 PAM: 13

What do the screens show for `Cc1ccc(C2=NS(=O)(=O)N(C)C(C(=O)NCc3ccc(F)cc3)=C2)cc1`?
CRFR2-BP ag: 0.6; CHRM5 PAM: -9; CHRM4 PAM: -3; M4 ag: 5; CRFBP-R2 block: -11; CHRM4 antagonist: -6; CHRM5 agonist: 7; M5 antag: 2; M1 PAM: -5

How did CCC1CN(C(=O)N2CCC(C(=O)NCc3ccccc3OC)CC2)c2cc(C)ccc2O1 (configuration not stated) do in these assays?
CRFR2-BP ag: 0.3; CHRM5 PAM: -11; CHRM4 PAM: -9; M4 ag: 16; CRFBP-R2 block: -21; CHRM4 antagonist: -7; CHRM5 agonist: -3; M5 antag: 10; M1 PAM: -4

What do the screens show for `Cc1cccc(Nc2nc(CC(=O)O)cs2)c1`?
CRFR2-BP ag: 5.5; CHRM5 PAM: 9; CHRM4 PAM: 0; M4 ag: 0; CRFBP-R2 block: -6; CHRM4 antagonist: 2; CHRM5 agonist: -2; M5 antag: 8; M1 PAM: 0

Results for O=C(Nc1ccc(S(=O)(=O)N2CCOCC2)cc1)c1cc(-c2ccccc2O)n[nH]1 ?
CRFR2-BP ag: 2.0; CHRM5 PAM: -18; CHRM4 PAM: -44; M4 ag: 24; CRFBP-R2 block: -7; CHRM4 antagonist: 15; CHRM5 agonist: 5; M5 antag: 12; M1 PAM: -9

What do the screens show for `CC(c1ccccc1)N1C(=O)C2C3C=CC(C4CC34)C2C1=O` (configuration not stated)?
CRFR2-BP ag: -3.5; CHRM5 PAM: 1; CHRM4 PAM: 6; M4 ag: 0; CRFBP-R2 block: 14; CHRM4 antagonist: -3; CHRM5 agonist: -3; M5 antag: 0; M1 PAM: -8

What do the screens show for `O=C(CCN1N=C(c2ccccc2)CCC1=O)NCC1CCCO1` (configuration not stated)?
CRFR2-BP ag: 1.3; CHRM5 PAM: 4; CHRM4 PAM: 4; M4 ag: 0; CRFBP-R2 block: -4; CHRM4 antagonist: -12; CHRM5 agonist: -3; M5 antag: 5; M1 PAM: 4

Results for Cc1ccc(S(=O)(=O)NC(=NC2CCCCC2)c2ccccc2)cc1 ?
CRFR2-BP ag: -0.2; CHRM5 PAM: -8; CHRM4 PAM: -2; M4 ag: 0; CRFBP-R2 block: -4; CHRM4 antagonist: 7; CHRM5 agonist: -4; M5 antag: 12; M1 PAM: 9

Results for O=C(COC(=O)Cc1cccs1)Nc1ccccc1 ?
CRFR2-BP ag: -0.7; CHRM5 PAM: 3; CHRM4 PAM: 5; M4 ag: 0; CRFBP-R2 block: -5; CHRM4 antagonist: 7; CHRM5 agonist: 1; M5 antag: -3; M1 PAM: 14

How did CS(=O)(=O)CC(=O)Nc1ccc2nc3n(c(=O)c2c1)CCCCC3 do in these assays?
CRFR2-BP ag: 11; CHRM5 PAM: 6; CHRM4 PAM: 17; M4 ag: 1; CRFBP-R2 block: 4; CHRM4 antagonist: 7; CHRM5 agonist: 0; M5 antag: -14; M1 PAM: 3

Results for c1coc(-c2cc(C3CCNCC3)[nH]n2)c1 ?
CRFR2-BP ag: -0.7; CHRM5 PAM: 2; CHRM4 PAM: -5; M4 ag: 1; CRFBP-R2 block: -9; CHRM4 antagonist: -8; CHRM5 agonist: -8; M5 antag: -11; M1 PAM: -11

What do the screens show for `c1cncc(CNc2nc(N3CCOCC3)nc(N3CCOCC3)n2)c1`?
CRFR2-BP ag: 2.2; CHRM5 PAM: -2; CHRM4 PAM: 16; M4 ag: 2; CRFBP-R2 block: -3; CHRM4 antagonist: -16; CHRM5 agonist: -1; M5 antag: -9; M1 PAM: 10

Results for CNc1nc2c(c(=O)[nH]c(=O)n2C)n1CCCc1ccccc1 ?
CRFR2-BP ag: -0.8; CHRM5 PAM: -4; CHRM4 PAM: -4; M4 ag: 1; CRFBP-R2 block: -7; CHRM4 antagonist: 5; CHRM5 agonist: -3; M5 antag: 5; M1 PAM: 10

How did O=C1C=C(C#Cc2ccc(Oc3ccccc3)cc2)C[C@@H](c2ccc(F)cc2)C1 do in these assays?
CRFR2-BP ag: 0.8; CHRM5 PAM: 3; CHRM4 PAM: 8; M4 ag: 0; CRFBP-R2 block: 3; CHRM4 antagonist: -17; CHRM5 agonist: 4; M5 antag: -2; M1 PAM: 8

Results for CC1CCCCN1S(=O)(=O)c1ccc(C(=O)Nc2nnc(-c3ccccn3)o2)cc1 (configuration not stated) ?
CRFR2-BP ag: 0.5; CHRM5 PAM: 0; CHRM4 PAM: -7; M4 ag: 0; CRFBP-R2 block: -11; CHRM4 antagonist: 12; CHRM5 agonist: -2; M5 antag: -1; M1 PAM: 5

What do the screens show for `O=C(NCc1ccc2c(c1)OCO2)c1cc2c(s1)CSC2`?
CRFR2-BP ag: -1.9; CHRM5 PAM: -1; CHRM4 PAM: -7; M4 ag: 1; CRFBP-R2 block: 19; CHRM4 antagonist: 1; CHRM5 agonist: 1; M5 antag: -1; M1 PAM: 2

Results for Cc1ccc(S(=O)(=O)CCC(=O)OC(C)c2nnc(-c3cccs3)o2)cc1 (configuration not stated) ?
CRFR2-BP ag: -0.3; CHRM5 PAM: 1; CHRM4 PAM: 5; M4 ag: 4; CRFBP-R2 block: 1; CHRM4 antagonist: 3; CHRM5 agonist: 2; M5 antag: 1; M1 PAM: 1

What do the screens show for `COc1cc(Br)ccc1C1CC(=O)C(C)C(c2ccc(Br)cc2OC)N1` (configuration not stated)?
CRFR2-BP ag: 2.4; CHRM5 PAM: -4; CHRM4 PAM: -7; M4 ag: 0; CRFBP-R2 block: 8; CHRM4 antagonist: -2; CHRM5 agonist: -2; M5 antag: 12; M1 PAM: 7

Results for COc1ccc(C(=O)NC(=S)NC(C)(C)C)cc1Br ?
CRFR2-BP ag: -0.6; CHRM5 PAM: -9; CHRM4 PAM: -8; M4 ag: -1; CRFBP-R2 block: 11; CHRM4 antagonist: 1; CHRM5 agonist: -2; M5 antag: 4; M1 PAM: -6

How did COc1ccc(-n2nnnc2CNC(=O)c2ccc(S(=O)(=O)N3CCOCC3)cc2)cc1 do in these assays?
CRFR2-BP ag: -0.3; CHRM5 PAM: 4; CHRM4 PAM: 1; M4 ag: 0; CRFBP-R2 block: -2; CHRM4 antagonist: 1; CHRM5 agonist: 0; M5 antag: -7; M1 PAM: 8

No new results follow: 3 of the compounds above.
How did O=C1C=C(C#Cc2ccc(Oc3ccccc3)cc2)C[C@@H](c2ccc(F)cc2)C1 do in these assays?
CRFR2-BP ag: 0.8; CHRM5 PAM: 3; CHRM4 PAM: 8; M4 ag: 0; CRFBP-R2 block: 3; CHRM4 antagonist: -17; CHRM5 agonist: 4; M5 antag: -2; M1 PAM: 8

Results for CC1CCCCN1S(=O)(=O)c1ccc(C(=O)Nc2nnc(-c3ccccn3)o2)cc1 (configuration not stated) ?
CRFR2-BP ag: 0.5; CHRM5 PAM: 0; CHRM4 PAM: -7; M4 ag: 0; CRFBP-R2 block: -11; CHRM4 antagonist: 12; CHRM5 agonist: -2; M5 antag: -1; M1 PAM: 5

What do the screens show for `O=C(NCc1ccc2c(c1)OCO2)c1cc2c(s1)CSC2`?
CRFR2-BP ag: -1.9; CHRM5 PAM: -1; CHRM4 PAM: -7; M4 ag: 1; CRFBP-R2 block: 19; CHRM4 antagonist: 1; CHRM5 agonist: 1; M5 antag: -1; M1 PAM: 2
